# AmpC inh no detg: blocks E. coli AmpC beta-lactamase in detergent-free assay; Potency, µM (series often up to 57.1 µM), for inactives: at the highest dose activity change, negative = inhibition, usual class: inhibitors; P00811; 0.52% of 330,000 active; AmpC nitrocefin hydrolysis, absorbance 480 nm, 0.0001% Triton;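 further: potency means the concentration at half of the fitted maximal effect; plate controls were no compound for no effect and no enzyme for full effect; nearly all actives have a fitted effect of over 20% in size; some results filed as inactive show a strong effect at the top dose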
# Target sequence (P00811 whole entry, looked up): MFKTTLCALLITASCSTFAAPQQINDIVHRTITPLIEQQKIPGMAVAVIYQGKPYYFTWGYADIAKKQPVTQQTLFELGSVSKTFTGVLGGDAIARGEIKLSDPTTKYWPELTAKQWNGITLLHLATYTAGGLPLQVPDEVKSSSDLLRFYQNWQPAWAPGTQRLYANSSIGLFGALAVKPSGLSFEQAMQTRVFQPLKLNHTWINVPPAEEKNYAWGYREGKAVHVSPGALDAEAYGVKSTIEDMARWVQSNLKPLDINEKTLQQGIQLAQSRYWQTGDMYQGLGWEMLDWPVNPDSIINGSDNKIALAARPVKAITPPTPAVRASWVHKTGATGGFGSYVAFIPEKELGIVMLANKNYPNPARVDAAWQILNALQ
#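 20 mM phosphate pH 7.0 + 0.01% (detergent screen) or 0.0001% Triton X-100; 5.3 nM AmpC reagent; cpd preinc 15 min RT; nitrocefin (800 uM stock) to start; A480 q20 s × 4 min; Activity was normalised to no-enzyme and no-compound control wells.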
# LmPK inhibitor: LmPK (Leishmania mexicana) enzyme inhibition; Potency, µM (series often up to 57.5 µM), without a hit: at the top dose activity change, negative = inhibition, hits mostly inhibitors; 0.37% of 290,000 active; AID 1721; Q27686; purified LmPK, Kinase-Glo ATP luminescence, 1 h; further: potency means the concentration at half of the fitted maximal effect
# Target sequence (Q27686 whole entry, looked up): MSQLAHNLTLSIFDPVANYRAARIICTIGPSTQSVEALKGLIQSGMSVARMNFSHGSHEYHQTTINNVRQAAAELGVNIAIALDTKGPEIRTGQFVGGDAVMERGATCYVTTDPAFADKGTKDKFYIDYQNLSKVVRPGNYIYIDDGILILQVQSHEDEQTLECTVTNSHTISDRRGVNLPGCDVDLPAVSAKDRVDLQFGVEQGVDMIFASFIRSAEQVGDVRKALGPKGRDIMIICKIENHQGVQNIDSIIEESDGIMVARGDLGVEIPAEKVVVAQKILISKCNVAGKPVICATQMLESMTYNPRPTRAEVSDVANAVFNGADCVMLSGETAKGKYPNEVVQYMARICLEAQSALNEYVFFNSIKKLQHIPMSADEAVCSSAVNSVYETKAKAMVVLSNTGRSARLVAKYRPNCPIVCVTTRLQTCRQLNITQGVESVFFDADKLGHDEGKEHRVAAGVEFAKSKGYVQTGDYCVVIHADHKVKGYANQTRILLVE
#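 In 50 mM imidazole pH 7.2 with 7 mM MgCl2, LmPK (0.1 nM) turned over PEP (0.5 mM) and ADP (0.1 mM) for 1 h at room temperature. Luciferase read-out of ATP.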
# AmpC inh detg: AmpC beta-lactamase inhibition with detergent present | 0.041% of 370,000 active | Potency, µM (titrated, usually from 114 µM), without a hit: at the highest dose activity change, negative = inhibition, usual class: inhibitors | P00811 | AmpC hydrolysis of nitrocefin, absorbance 480 nm, 0.01% Triton | AID 485294;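 further: potency means the concentration at half of the fitted maximal effect; 0% = no-compound wells and -100% = no-enzyme wells; nearly all actives have a fitted effect of over 25% in size; some results filed as inactive show a strong effect at the top dose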
#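 20 mM phosphate pH 7.0 + 0.01% (detergent screen) or 0.0001% Triton X-100; 5.3 nM AmpC reagent; cpd preinc 15 min RT; nitrocefin (800 uM stock) to start; A480 q20 s × 4 min; Activity was normalised to no-enzyme and no-compound control wells.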
# HCMV inh: blocks human cytomegalovirus replication. HFF cells, HCMV-luciferase reporter, 72 h; hits give low values. AID 1259415. activity change, negative = inhibition, % at 57.5 µM. 4.5% of 410,000 active; in the data active means activity change below about -60%; inconclusive means no clear call, values can overlap the other calls; inactive means above about -39%
#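 Cell-based, HFFs, 1000 cells/well, 16 h 37C; cpds in DMSO + HCMV-luc, MOI 1 PFU/cell; 72 h 37C; OneGlo luminescence after 5 min RT; norm. to buffer vs Salinomycin 10uM.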
# Sm TGR block: inhibitors of Schistosoma mansoni thioredoxin glutathione reductase; Q962Y6; purified TGR, DTNB reduction, TNB absorbance 405 nm; Potency, µM (titrated, usually from 114 µM), for the others: at the highest dose activity change, negative = inhibition, actives largely listed as inhibitors; 3% of 360,000 active; AID 485364; further: potency means the concentration at half of the fitted maximal effect; nearly all actives have a fitted effect of over 60% in size
#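 First, TGR (20 nM dispensed) and NADPH were mixed with compound. Second, a 15 min room-temperature incubation followed. Third, further NADPH and then DTNB were added to start the reaction. Finally, TNB absorbance was monitored kinetically.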
# AMA1-RON2 inh: disrupts binding of P. falciparum AMA1 to RON2; 0.2% of 360,000 active; AlphaScreen AMA1-biotinylated RON2 peptide binding; Potency, µM (highest dose often 58.2 µM), inactives show at the top dose activity change, negative = inhibition, most hits filed as inhibitors;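 further: potency means the concentration at half of the fitted maximal effect; 0% = vehicle wells and -100% = peptide control; nearly all actives have a fitted effect of over 45% in size; some results filed as inactive show a strong effect at the top dose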
#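 AMA1 (3D7) with his tag at 25 nM final met compounds first, then biotinylated RON2 peptide at 25 nM; detection used donor plus acceptor beads, 10 µg/mL apiece, read by AlphaScreen after 30 min at room temperature.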
# Tb PYK inh: inhibitors of Trypanosoma brucei pyruvate kinase. Q57TT1. 0.12% of 410,000 active. Potency, µM (series often up to 76.8 µM), for inactives: top-dose activity, negative = inhibition, hits mostly inhibitors. AID 624173. TbPYK enzyme, Kinase-Glo Plus ATP luminescence, 45 min; further: potency means the concentration at half of the fitted maximal effect; nearly all actives have a fitted effect of over 50% in size
#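 Assay buffer: 50 mM TEA pH 7.2, 100 mM KCl, 10 mM MgCl2, 0.05% BSA, 0.01% Tween-20. Pyruvate kinase from T. brucei plus substrate met compound, then ADP (130 uM final). Luminescence was read post 45 min RT.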
# An asterisk follows results filed as active; u = inconclusive; x = not tested or not shown; & = joins results of further samples; [ ] = dose if it differs, or a comment. Unless noted, the call rests on the fitted dose curve; in most records, active means well fitted curve in the direction sought with a large enough effect; inconclusive means small, poorly fitted or top-dose-only effect, or another doubt; inactive means no such curve, though single readings can be large; an effect the other way counts as inactive or inconclusive. Unless noted, on the % scale 0 is the no-effect control and ±100 the full control effect. Outcome played no part in choosing rows. About 7.4% of those tested had a hit in this group.
SMILES,AmpC inh no detg,LmPK inhibitor,AmpC inh detg,HCMV inh,Sm TGR block,AMA1-RON2 inh,Tb PYK inh
CCOC(=O)CSc1nc(Nc2ccc3c(c2)OCO3)c2ccccc2n1,-35.4%,2.8%,-7.5%,-21.8,5.4%,-3.9%,3.2%
Clc1ccc(CN=C(Nc2ccccc2)NC2CCCCC2)cc1,9.5%,0.4%,-4.4%,-77.3*,0.3%,-13.9%,1.4%
O=C(/C=C/c1ccccc1)c1ccc(NC2=NCCCS2)cc1,28.2µM*,-11.7%,u,9.8,-12.3%,-6.9%,-10.6%
Cc1ccnc(NC(=O)C2CC(=O)N(Cc3ccccc3)C2)c1 (centres undefined),u,x,u,54.4,1.5%,-8.9%,2.7%
O=c1c[n+]([O-])c2ccccc2n1OCc1c(F)cccc1F,-31.4%,-2.0%,u,15.5,0.6%,12.1%,3.0%
Cc1ccccc1N(CC(=O)NCCc1ccccc1)C(=O)c1ccc(N2CCCC2)nc1,78.2%[activator],0.7%,u,12.7,4.9%,-9.8%,30.7%
COCCNC(=O)C1(C)CCCN(C(=O)c2ccc3snnc3c2)C1 (centres undefined),x,x,x,14.5,x,17.1%,2.9%
CC1CCC(C(O)(C(=O)c2ccccc2)c2ccccc2)C(=O)C1 (centres undefined),x,x,x,-36.6,x,-12.7%,u
O=C1CC(SC2=NCCS2)C(=O)N1c1ccc(Br)cc1 (centres undefined),-53.9%,0.5%,-9.8%,4.0,56.2µM*,-0.5%,7.3%
Cc1ccc(SCC(=O)OC(C)C(=O)NCc2ccccc2)cc1C (centres undefined),13.5%,x,1.1%,-20.5,2.6%,-19.1%,1.1%
CNC(=O)NC(=O)CN1C(=O)NC2(CCOc3ccccc32)C1=O (centres undefined),-28.4%,-2.3%,-1.1%,-27.3,-3.7%,2.6%,-3.3%
CC(c1nc2scc(-c3ccccc3)c2c(=O)[nH]1)N1CCN(CC(=O)NC2CC2)CC1 (centres undefined),167.6%[activator],x,u,3.9,-5.0%,7.4%,0.7%
CCOc1cc(N2CCOCC2)c(OCC)cc1NC(=O)CSc1nc(N)cc(=O)[nH]1,11.7%,x,-4.6%,-0.7,0.6%,-1.5%,2.6%
C/C(=N\OCC(=O)Nc1ccc(F)c(F)c1F)c1cc2ccccc2o1,-20.0%,0.6%,5.7%,15.6,-0.7%,-2.9%,2.0%
O=c1[nH]n2c(=O)c3c([nH]c2c1N=Nc1cccc(C(F)(F)F)c1)CCCC3,14.8%,-3.7%,u,18.8,-4.2%,48.8%[activator],5.7%
O=C(NC1CCS(=O)(=O)C1)c1ccc2c(c1)OCO2 (centres undefined),-13.2%,x,u,-6.6,-0.8%,0.1%,0.3%
CSc1nc2ccccc2n1C(=O)Oc1ccccc1,-23.9%,0.0%,3.1%,-1.3,11.9%,-14.0%,5.0%
Cc1cc(C(=O)NCCCn2ccnc2)cs1,-6.6%,4.4%,-5.5%,34.6,-12.9%,1.7%,-7.2%
O=C(CN1CCN(c2cccc(C(F)(F)F)c2)CC1)N(C1CCCC1)C1CCS(=O)(=O)C1 (centres undefined),241.9%[activator],x,u,-1.3,-0.5%,0.3%[11.6 µM],-3.0%
Cn1c(C(=O)N[C@@H](Cc2ccccc2)C(=O)O)cc2cc(Cl)ccc21,-27.4%,9.5%,-15.1%,93.0,-19.0%,18.5%,3.0%
Cc1ccc(N(CC(=O)NCCc2ccccc2)C(=O)CCC(=O)Nc2cc(C)ccn2)cc1,72.9%[activator],-1.5%,-10.2%,1.7,4.4%,0.7%,0.2%
Cc1cc(C)c(NC(=O)CSc2nc3c(c(=O)n2C)SC(C)C3)c(C)c1 (centres undefined),3.16µM*,-0.5%,-18.6%,u,1.2%,-3.4%,2.2%
CCCS(=O)(=O)N1CC(=O)N(c2ccc(C)c(Cl)c2)C(C)(C(=O)NC2CCCCCC2)C1 (centres undefined),x,x,13.4%,u,2.8%,x,-14.4%[15.4 µM]
COc1ccccc1CC(=O)Nc1ccc(Cl)cc1C(=O)O,-18.5%,1.9%,1.6%,-19.2,-7.0%,2.0%,-6.4%
Cc1ccc(NC(=O)Nc2ccon2)cc1,-39.0%,-11.9%,-3.9%,22.1,1.2%,14.1%,-18.6%
O=C(O)c1cccc(Nc2ccc([N+](=O)[O-])cn2)c1,-4.0%,-6.6%,-9.7%,7.6,4.7%,-1.5%,2.2%
CCOc1ccccc1N1CCN(C(=O)c2ccc3nc(N)sc3c2)CC1,-27.2%,x,x,-10.6,x,0.0%,1.3%
CS(=O)(=O)NN1C(=O)c2ccccc2NC1c1ccccc1F (centres undefined),-5.5%,0.1%,-8.4%,-20.7,0.0%,11.4%,-10.7%
COc1ccc(NC(=O)COC(=O)CCCOc2ccc(Cl)cc2Cl)cc1,-10.9%,3.8%,6.2%,-13.6,-2.5%,-7.8%[11.6 µM],-2.8%
CCC1CN(C(=O)Nc2cccc3c2CCCC3)c2ccccc2O1 (centres undefined),x,x,11.9%,-0.5,25.9%,x,1.3%
C[C@@H]1CN([C@@H](C)CO)S(=O)(=O)c2ccc(Br)cc2O[C@H]1CN(C)C(=O)Nc1ccc2c(c1)OCO2,x,x,x,26.9,x,7.0%,-0.1%
O=C(Nc1ccccc1C(F)(F)F)N1CCCCCC1,0.5%,-1.2%,-0.7%,24.5,9.4%,10.8%,-6.4%
NS(=O)(=O)c1ccc(CCNC(=O)c2cc(-c3cccs3)nc3ccccc23)cc1,-48.4%,-0.4%,-14.1%,-39.0,-11.9%,-1.3%,-6.5%
O=c1c2ccccc2nc(-c2ccco2)n1-c1nc2ccccc2s1,-14.2%,8.1%,-6.3%,-8.4,-12.5%,3.2%,-6.3%
CCCCNC(=S)N=Nc1c(O)n(Cc2ccccc2)c2ccccc12,-23.9%,1.8%,-5.7%,53.8,-5.1%,-14.2%,-12.5%
CCOc1cc(OCC)cc(C(=O)Nc2cccc(-c3nc4ccccc4[nH]3)c2)c1,x,x,-5.5%,-98.3*,-4.6%,x,-0.8%
O=P(c1ccccc1)(c1ccccc1)C(O)c1ccncc1 (centres undefined),0.7%,-1.3%,u,1.3,4.9%,4.2%,-19.4%
CC(C)(C)c1ccc(/C=N/OCC(=O)NCc2ccc(F)cc2)cc1,64.1%[activator],1.5%,u,-15.1,-10.7%,-8.2%,0.3%
CC(C)(C)c1ccc(C(=O)NCC(c2cccnc2)N2CCc3ccccc3C2)cc1 (centres undefined),x,x,-0.3%,u,-12.3%,x,-3.0%
Clc1ccc2sc(C3CCNCC3)nc2c1,-8.1%,-4.2%,-7.3%,138.1,0.5%,-0.1%,-1.5%
COc1ccc(NC(=O)CNC(=O)C2CCCCC2)cc1OC,-15.9%,x,x,13.2,x,30.3%[activator],-0.8%
Cc1cccc(NC(=O)c2c(C)nc3ccccn23)c1,-4.6%,-3.3%,-14.5%,15.8,0.5%,-5.2%,-2.4%
CC(=O)Nc1ccc(NC(=O)C(C)Sc2nnc(-c3ccc4c(c3)OCO4)o2)cc1 (centres undefined),-11.0%,x,x,63.9,x,7.9%,-2.3%
C=CCNC(=O)N[C@@H](CCSC)C(=O)OC,-8.4%,16.6%,-6.0%,-22.9,3.2%,2.9%,-1.8%
COc1ccc(N=Nc2cc(OC)c(N)cc2OC)cc1,x,x,x,-3.8,x,u,-13.1%
CCCCc1nn2c(=O)cc(COC(=O)c3cccc(NC(=O)c4cccc(Cl)c4)c3)nc2s1,x,x,2.3%,18.0,0.6%,x,4.1%
CC(=O)Nc1cccc(NC(=O)CSc2nc(=O)n(Cc3ccncc3)c3c2CCC3)c1,25.8%,x,4.1%,-25.6,3.2%,-5.2%,-3.5%
CC1=C(C(=O)Nc2ccccc2)C(CC(C)C)n2nc(SCc3ccccc3C)nc2N1 (centres undefined),x,x,15.0%,2.6,-4.1%,x,5.8%
COc1ccccc1CNS(=O)(=O)c1c(C)nc2scc(C)n2c1=O,-8.4%,3.5%,-6.9%&1.5%,-5.4&0.6,-0.5%&7.2%,0.1%,-1.4%&-13.4%
CCC(=O)Nc1cc(C)c(NC(=O)c2ccccc2OC)cn1,-0.3%,-10.4%,-15.8%,34.9,5.5%,8.6%,1.5%
# Continuation:
SMILES,AmpC inh no detg,LmPK inhibitor,AmpC inh detg,HCMV inh,Sm TGR block,AMA1-RON2 inh,Tb PYK inh
Cc1ccccc1C(=O)N1CCC(C(=O)Nc2ccc(S(=O)(=O)N(C)C(C)C)cc2)CC1,114.3%[activator],5.2%,-4.8%,-3.6,5.5%,10.0%,-8.8%
CCc1noc(C)c1C(=O)N1CCN(S(=O)(=O)c2ccc(C)cc2C)CC1,66.9%[activator],x,u,-5.3,1.3%,-16.8%,-3.5%
Cc1ccc(C(=O)NC2CCCCCC2)cc1S(=O)(=O)N1CCOCC1,76.7%[activator],-1.3%,0.3%,53.3,-9.4%,3.5%,-3.6%
Cc1cccc(Nc2nc(N)nc(N)c2S(=O)(=O)c2ccccc2)c1,x,x,0.6%,-102.8*,22.8%,x,2.5%
Cc1ncsc1CCC(=O)N1CCCC(Nc2ccc(C(C)C)cc2)C1 (centres undefined),131.5%[activator],-10.4%,4.0%,9.2,0.8%,-9.0%,0.1%
CCOC(=O)Cn1nc(C)c(NC(=O)CCc2ccccc2)c1C,0.0%[2.29 µM],0.6%,-7.4%,35.5,-7.5%,16.6%,4.4%
CSc1cccc(NS(=O)(=O)c2ccc(F)cc2)c1,-32.1%,5.8%,4.1%,-9.5,-0.6%,-5.1%,-0.7%
CC(C)(C)NC(=O)c1cccc(NC(=O)c2cccc(O)c2)c1,-52.7%,-4.3%,u,-14.7,1.8%,-0.3%,-2.4%

# Some of the entries above in a different format:
molecule	AmpC inh no detg	LmPK inhibitor	AmpC inh detg	HCMV inh	Sm TGR block	AMA1-RON2 inh	Tb PYK inh
Cc1ccccc1C(=O)N1CCC(C(=O)Nc2ccc(S(=O)(=O)N(C)C(C)C)cc2)CC1	114.3%[activator]	5.2%	-4.8%	-3.6	5.5%	10.0%	-8.8%
CCc1noc(C)c1C(=O)N1CCN(S(=O)(=O)c2ccc(C)cc2C)CC1	66.9%[activator]	x	u	-5.3	1.3%	-16.8%	-3.5%
Cc1ccc(C(=O)NC2CCCCCC2)cc1S(=O)(=O)N1CCOCC1	76.7%[activator]	-1.3%	0.3%	53.3	-9.4%	3.5%	-3.6%
Cc1cccc(Nc2nc(N)nc(N)c2S(=O)(=O)c2ccccc2)c1	x	x	0.6%	-102.8*	22.8%	x	2.5%

# Screens (PubChem BioAssay)
